Screens as filed in PubChem.
14-3-3 Bad inh – inhibitors of 14-3-3 zeta/Bad binding, primary screen, biochemical, TR-FRET, bovine 14-3-3 zeta. 14-3-3 protein zeta/delta (Bos taurus), P63103. inhibition, % at 21.7 µM. AID 781, 2007. hit rate 0.71% among 220,000. TR-FRET 14-3-3zeta/Dy647-pBad peptide displacement, 1 h;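 active = inhibition above about 70%, limit read from the data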;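 also: 0% = full 14-3-3 plus peptide FRET controls and 100% = background without 14-3-3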
Thrombin inh – human alpha-thrombin inhibitors, primary screen, counter-screen for coagulation protease inhibitor project, biochemical, 1536-well, fluorogenic AMC substrate; Boc-VPR-AMC fluorogenic substrate cleavage; Prothrombin (Homo sapiens), P00734; AID 1046, 2008; inhibition, % at 5 µM; hit rate 0.26% among 220,000;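 active = inhibition at or above 40%; inactive = inhibition below 40%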;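 also: 0% = enzyme with no compound and 100% = wells without enzyme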
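System – human alpha-thrombin · Medium – pH 7.5 Tris (50 mM) with NaCl 150 mM, Tween 20 0.05% · Compound – single-point dosing at 5 µM, 0.2% DMSO · Incubation – enzyme reaction carried out at room temperature · Technique – fluorescence of released AMC, ex 355 nm, em 460 nm · Read-out basis – % inhibition of thrombin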
Cl transport mod – KCC2 cotransporter modulators, thallium flux, primary screen, cell-based, HEK293 KCC2, FluoZin-2 fluorescence, MLSMR; Solute carrier family 12 member 5 (Homo sapiens), Q9H2X9; KCC2 cells, thallium flux FluoZin-2 fluorescence; B-score of Tl+ flux slope (higher = more flux/activation; lower = inhibition) at 10 µM; hit rate 2.2% among 190,000;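 active = thallium flux slope and its plate-corrected score both differing from the plate sample mean at a set confidence after two filtering rounds, in either direction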;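 also: slope of fluorescence scaled to starting intensity during 10 to 20 s after thallium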
Target sequence (Q9H2X9 whole entry, looked up): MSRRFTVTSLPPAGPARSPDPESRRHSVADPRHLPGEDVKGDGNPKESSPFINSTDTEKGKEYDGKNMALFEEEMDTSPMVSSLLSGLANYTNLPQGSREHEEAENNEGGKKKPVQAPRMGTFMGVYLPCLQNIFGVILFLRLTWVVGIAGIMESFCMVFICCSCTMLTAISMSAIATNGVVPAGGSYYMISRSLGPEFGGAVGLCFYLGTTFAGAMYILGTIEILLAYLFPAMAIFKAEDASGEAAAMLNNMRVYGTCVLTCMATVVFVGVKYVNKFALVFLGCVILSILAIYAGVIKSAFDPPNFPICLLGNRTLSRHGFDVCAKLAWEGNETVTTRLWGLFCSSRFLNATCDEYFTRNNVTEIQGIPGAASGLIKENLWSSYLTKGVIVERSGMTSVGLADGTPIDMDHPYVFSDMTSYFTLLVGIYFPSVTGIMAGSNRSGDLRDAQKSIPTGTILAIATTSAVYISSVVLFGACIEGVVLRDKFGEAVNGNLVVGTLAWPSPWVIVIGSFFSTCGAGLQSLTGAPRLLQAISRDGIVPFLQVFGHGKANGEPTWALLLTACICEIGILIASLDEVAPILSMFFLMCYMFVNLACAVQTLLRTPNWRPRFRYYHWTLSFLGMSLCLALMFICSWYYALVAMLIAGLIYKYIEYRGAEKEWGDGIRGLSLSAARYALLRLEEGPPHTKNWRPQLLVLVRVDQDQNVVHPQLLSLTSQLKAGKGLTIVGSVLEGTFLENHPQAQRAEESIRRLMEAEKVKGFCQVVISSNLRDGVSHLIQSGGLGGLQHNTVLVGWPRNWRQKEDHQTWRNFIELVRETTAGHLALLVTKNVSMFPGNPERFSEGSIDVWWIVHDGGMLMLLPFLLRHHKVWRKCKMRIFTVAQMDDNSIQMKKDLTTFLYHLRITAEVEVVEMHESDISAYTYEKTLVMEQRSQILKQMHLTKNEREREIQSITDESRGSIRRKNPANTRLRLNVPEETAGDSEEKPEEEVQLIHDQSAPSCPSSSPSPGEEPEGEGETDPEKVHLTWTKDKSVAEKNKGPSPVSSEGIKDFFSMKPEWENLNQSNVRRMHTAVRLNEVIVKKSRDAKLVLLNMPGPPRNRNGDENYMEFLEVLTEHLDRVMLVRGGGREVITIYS
eIF4E-4G inh – eIF4E–eIF4G protein interaction inhibitors, primary screen, biochemical, uHTS, TR-FRET, eIF4GI fragment; TR-FRET eIF4E-eIF4GI(517-606) binding, 2 h; inhibition, % at 21.7 µM; hit rate 0.37% among 220,000;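 also: 0% = full FRET control wells and 100% = background wells lacking eIF4GI fragment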
Rad51 HR inh – human RAD51 strand exchange inhibitors, primary screen, biochemical, fluorescence; DNA repair protein RAD51 homolog 1 (Homo sapiens), Q06609; hRad51 DNA strand exchange, fluorescence dequenching; inhibition, % at 10 µM; hit rate 0.085% among 200,000;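 active = inhibition above 40% at the single screening dose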;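 also: 0% = DMSO control wells and 100% = blanks with heterologous ssDNA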
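Test system: preformed human Rad51 ssDNA filaments; also added: Donor/quencher-labelled 47-bp dsDNA substrate; doses: 10 µM final, single point; times: 37 °C 15-min filament assembly, 30-min compound preincubation, 15-min exchange; detection: FRET fluorescence dequenching, excitation 485 nm, emission 520 nm; read-out basis: Fluorescence-based percent inhibition, control- and blank-normalised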
KLK5 inh – human KLK5 protease inhibitors, primary screen, biochemical, 1536-well. Kallikrein-5 (Homo sapiens), Q9Y337. recombinant hK5, fluorogenic AMC substrate cleavage. inhibition, % at 5 µM. hit rate 0.59% among 210,000. AID 873, 2007;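 active = inhibition of 40% or more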;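 also: 0% = enzyme controls without compound and 100% = no-enzyme blanks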
EBV gp42 block – Epstein-Barr virus gp42 inhibitors, primary screen, biochemical, uHTS, fluorescence polarization | Fluorescence polarization binding assay, mP read-out | inhibition, % (tested at 21.74 µM) | hit rate 0.42% among 220,000 | Glycoprotein 42 (Epstein-Barr virus (strain AG876)), Q1HVG2; in the data active = inhibition above about 50%
Furin inhibitor – human furin inhibitors, primary screen, biochemical, fluorescence intensity | AID 463115, 2010 | P09958 | inhibition, % at 30 µM | hit rate 0.061% among 220,000 | purified furin, fluorogenic substrate cleavage; in the data active = inhibition above about 25%; also: inactives centre near -15
p47phox inh – p47phox/p22phox peptide binding inhibitors, primary screen, biochemical, uHTS, NADPH oxidase regulatory subunit; hit rate 0.53% among 220,000; Neutrophil cytosol factor 1 (Homo sapiens), P14598; inhibition, % at 24.7 µM; fluorescence polarization, 2 h;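 also: 0% = p47phox with labelled peptide and 100% = labelled peptide alone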
Active calls of the source: *; / = no result given; [ ] = another dose, or the depositor's remark.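 The calls were made as follows, unless noted: active = inhibition above about 30% (limit read from the data); inactive = the rest.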

SMILES	14-3-3 Bad inh	Thrombin inh	Cl transport mod	eIF4E-4G inh	Rad51 HR inh	KLK5 inh	EBV gp42 block	Furin inhibitor	p47phox inh
COc1cc(-c2nnc(Sc3ccc(C(F)(F)F)cc3[N+](=O)[O-])o2)cc(OC)c1OC	-10	-3	-0.005	0	-4	-3	0	-10[20 µM]	-7
O=C(NCC(=O)N(c1cccnc1)C(C(=O)NC1CCCC1)c1ccco1)c1cccs1 (stereo not drawn)	-2	-2	0.26	-1	/	2	-3	-23[20 µM]	-14
CCc1ccc(NC(=O)C2CCN(S(C)(=O)=O)CC2)cc1	0	0	-0.55	8[fluorescence artefact?]	4	-4	-1	-32[20 µM]	6
CC(C)NC(=O)CSc1nccc(-c2cccs2)n1	0	0	0.24	5	1	1	-20	-11	-8
CN(C)S(=O)(=O)Oc1ccsc1C(=O)Nc1ccc(Br)cc1	-4	-8	-1.4	1	5	-8	2	-21	-11
O=C(O)CCc1ccc(-c2cccs2)n1CC(=O)Nc1ccccc1C(F)(F)F	2	6	-0.76	1	3	-28	-8	-18	-5
O=[N+]([O-])c1ccc(N2CCN(S(=O)(=O)c3ccc(Cl)cc3)CC2)cc1NCC1CCCO1 (stereo not drawn)	-12	3	0.33	-12	-3	-1	-13	-10	-10
CCCCCCN(C(=O)CCCCCN1C(=O)NC(c2ccc(C3CCCCC3)cc2)C(C(=O)OCc2ccccc2)=C1C)C(C(=O)NCCCC)c1ccc(OCC(=O)OC)c(C(=O)OC)c1 (stereo not drawn)	1	-5	-0.4	-2	-1	-1	-7	-24	11
C=C(C)CN(CC)C(=O)CC1C(=O)NCCN1C (stereo not drawn)	-14	2	1	-2	13	-1	-10	-8	-2
Clc1ccc(C2=Nc3cc(Cl)ccc3OC2)cc1	-3	4	-0.82	-1	18	-5	1	-21	-10
COc1ccc(OC)c(Nc2nc(N)c([N+](=O)[O-])c(NCc3ccccc3)n2)c1	9	-2	0.11	3	18	-1	-31	-19	-6
Cc1cc(N2CCN(c3ccccc3)CC2)n2nnnc2n1	-3	-6	0.64	9	/	16	2	-19	-2
NC(=S)N/N=C1\CC(n2nnnc2-c2ccccc2Cl)C2COC1O2 (stereo not drawn)	-14	6	-0.22	-2	28	-7	-2	-19	0
CCOC(=O)CN1NC2(CCCCCCC2)NC1=S	-4	-12	0.68	0	/	-1	-16	-12	-17
CCN1C(=O)N(C)C(N(O)C(=O)NC)C1(C)C (stereo not drawn)	-1	-5	-0.88	2	5	-2	9	-6	0
O=C1C=C(O)CC(c2cccs2)C1 (stereo not drawn)	-14	-11	0.56	3	/	-5	-24	-12[20 µM]	-26
CCc1n[nH]c2c1C(=O)CC(C)(C)C2	4	4	-0.028	4	-3	-17	0	-20[20 µM]	-15
COc1ccc2c(c1)c1nc3ccccc3nc1n2CCCN1C(=O)c2ccccc2C1=O	5	-5	-0.26	13[fluorescence artefact?]	-260	-10	14	-19	-16
CCOC(=O)C1(Cc2ccccc2)CCN(Cc2nccn2CC)CC1	-1	0	-0.77	0	/	/	-15	-18	-12
Cc1ccc(S(=O)(=O)N(CC(=O)NN=C2CCN(C)CC2)c2ccc(F)cc2)cc1	-8	0	1.2	1	8	-21	7	-15	37*
CCc1ccc(/C=C2\SC(N3CCOCC3)=NC2=O)cc1	8	-9	1.1	3	-8	-4	3	8	2
Cc1nc2ccccc2n1CC(=O)NC1CCCC1	71*	-3	1.1	1	21	-15	1	-17	-5
COc1ccc(C2NN=C(c3ccc(C)cc3)S2)cc1OC (stereo not drawn)	-13	-4	/	7	3	-1	-20	-14	-15
CC(C)Oc1ccc(CCC(=O)N/N=C/c2ccncc2)cc1	1	-1	-0.015	-2	-27	5	-16	-6	-10
CC(C)C(=O)N(c1ccc2oc(=O)sc2c1)S(=O)(=O)c1ccccc1	-3	1	/	-16	7	-24	5	-13[20 µM]	-4
SMILES	14-3-3 Bad inh	Thrombin inh	Cl transport mod	eIF4E-4G inh	Rad51 HR inh	KLK5 inh	EBV gp42 block	Furin inhibitor	p47phox inh
N#C/C(=C1/CCCN1)c1ccccn1	-22[fluorescence artefact?]	-6	1.2	-5	-9	-25	0	-12[20 µM]	-12
COC(=O)c1ccc(OC(=O)CS(=O)c2ccccc2[N+](=O)[O-])cc1 (stereo not drawn)	-2	1	0.025	-1	/	/	-2	-18	16
COc1cc([N+](=O)[O-])ccc1NC(=O)CN1CCN(C(=O)c2ccco2)CC1	1	0	-0.88	2	/	2	-5	-3	2
O=C(NCCc1c[nH]c2ccccc12)/C(=C/c1ccco1)NC(=O)c1ccco1	-1	2	-0.39	1	25	9	5	-9	-1
CC1CCN(C(=O)c2cc3nc(C4CC4)cc(C(F)(F)F)n3n2)CC1	-10	6	0.42	4	5	-6	-17	-14[20 µM]	1
O=C(Nc1ccc2nc(-c3cccnc3)[nH]c2c1)C1CCCCC1	-15	3	0.23	-1	-3	-10	0	-24[20 µM]	7
CC1=CCC(C(=O)O)C(C(=O)Nc2ccc(-c3nc4ccc(C)cc4s3)cc2)C1 (stereo not drawn)	17	-10	-2	80*	/	-7	-10	-17	-15
NS(=O)(=O)c1ccc(NC(=O)CN2CCN(Cc3ccccc3)CC2)cc1	-1	2	0.3	0	4	6	-12	-25[20 µM]	-6
COC(=O)c1ccc(NC(=O)COc2ccc(S(=O)(=O)NC(C)C)cc2)cc1	3	11	0.4	0	0	52*	-1	-15[20 µM]	-7
Cc1ccc2[nH]c(=O)c(CN(CCc3ccccc3)Cc3nnnn3CC3CCCO3)cc2c1 (stereo not drawn)	4	-2	-4.3*	4	-1	-21	-6	-16[20 µM]	-3
CCOC(=O)N1CCN(c2ccc(O)cc2)CC1	-5[fluorescence artefact?]	3	0.28	1	-5	-3	-25	-17[20 µM]	0
O=C(CSc1ccc(-c2ccccc2)nn1)c1cccs1	-1	-2	-2.7	-9	4	3	-6	-24	-21
COC(=O)c1ccsc1NC(=O)c1cccc(OC)c1	-5	1	-0.81	-1	-1	-2	0	-9	-21
CCNc1ccccc(-c2ccc3ccccc3n2)c1=O	-8	-5	-1.3	1	-12	-2	15	2	-6
Cc1cccc(-n2nc3c(c2NC(=O)CCC2CCCCC2)CS(=O)C3)c1C (stereo not drawn)	11[fluorescence artefact?]	-6	-0.58	3	-1	1	-5	-25	-13
COc1ccc(C[C@H]2CN3C(=NC[C@@H]3C(C)C)N2CCNC(=O)c2ccc(C)c(Br)c2)cc1	6	4	-1.1	4	4	9	-5	-8	-3
O=C(NC(=S)N1CCCc2ccccc21)c1ccccc1	-3	-2	/	4	-2	-12	-5	-25[20 µM]	-3
COC(=O)C1=C(C)NC(=O)NC1/C=C/c1ccccc1 (stereo not drawn)	-1	0	1.7	-18[fluorescence artefact?]	-3	-24	-25	-4[20 µM]	-10
O=c1[nH]c2cccnc2n1-c1ccc([N+](=O)[O-])cc1	-2	-1	1.1	0	21	0	-12	-14	4
CN(C)S(=O)(=O)c1cccc(-c2nn(-c3ccccc3)cc2/C=C(/C#N)C(=O)NCc2ccco2)c1	6	-9	0.95	10	-16	-3	-52	-17	-15
CN1CCN(CC/C=C2/c3ccccc3Sc3ccc(S(=O)(=O)N(C)C)cc32)CC1	1	/	0.55	11	-11	/	-10	/	-16
Cc1ccc(S(=O)(=O)N2CCN(Cc3nc4ccccc4n3C)CC2)cc1	-10	1	0.018	2[fluorescence artefact?]	6	-22	0	-19	-4
Brc1ccc2ncnc(NCc3ccco3)c2c1	1	3	/	-24	-1	-12	-23	-11	-13
NC(=O)CC(NC(=O)Cc1ccc(Br)cc1)c1ccc(N2CCC(Br)CC2)c([N+](=O)[O-])c1 (stereo not drawn)	-5	1	-0.45	-4	-4	1	-24	-32	-6
COC(=O)c1nc2ccc(N3CCOCC3)cc2c(C)c1C(=O)OC	-13	-1	-1.1	3	-12	-1	22	-10	-6

4 entries picked at random from the list so far:
SMILES	14-3-3 Bad inh	Thrombin inh	Cl transport mod	eIF4E-4G inh	Rad51 HR inh	KLK5 inh	EBV gp42 block	Furin inhibitor	p47phox inh
Cc1nc2ccccc2n1CC(=O)NC1CCCC1	71*	-3	1.1	1	21	-15	1	-17	-5
COC(=O)c1ccc(OC(=O)CS(=O)c2ccccc2[N+](=O)[O-])cc1 (stereo not drawn)	-2	1	0.025	-1	/	/	-2	-18	16
Brc1ccc2ncnc(NCc3ccco3)c2c1	1	3	/	-24	-1	-12	-23	-11	-13
NS(=O)(=O)c1ccc(NC(=O)CN2CCN(Cc3ccccc3)CC2)cc1	-1	2	0.3	0	4	6	-12	-25[20 µM]	-6

More entries follow.
SMILES	14-3-3 Bad inh	Thrombin inh	Cl transport mod	eIF4E-4G inh	Rad51 HR inh	KLK5 inh	EBV gp42 block	Furin inhibitor	p47phox inh
CC(O)c1nc2ccccc2n1CC(=O)Nc1ccc2c(c1)OCCO2 (stereo not drawn)	-1	-3	0.028	-3	0	-5	-2	-14	-7
Cc1cc(N2CCN(c3ccccc3)CC2)nc(-c2ccccc2O)n1	-5[fluorescence artefact?]	-2	0.18	-10	-5	-20	-25	-21[20 µM]	-10
CSc1nc2oc3c(c2c2nncn12)CC(C)(C)SC3	-17	35	0.38	7	5	30	-2	-9	-9
CCn1c(=NC(=O)CSC(C)=O)sc2cc(OC)ccc21	-7	1	0.89	1	6	-7	-3	-16	-19
C=C(C)CSc1nnc([C@H](CCSC)NC(=O)OC(C)(C)C)o1	-10	6	-0.29	6	8	38	5	-13	5
O=C(NCc1ccccc1)N1CCOCC1	-2	0	/	6	-23	3	-10	-7	12
c1ccc(OCCSc2nc3ccccc3o2)cc1	-12	-4	/	-5	-11	2	-2	-23	6
CCSc1cc(N2CCOCC2)nc(-c2ccc(Cl)cc2)n1	9	-3	-0.22	4	/	-18	9	-17	-5
Cc1cc(C(=O)NCc2cccs2)nn1C	4	-2	-0.11	-5	7	2	-22	-17	-9
COC(=O)c1ccccc1NC(=O)c1ccc(COc2ccc3c(c2)CCC3)cc1	2	-11	-0.064	1	-1	-16	7	-16[20 µM]	-6
Cc1cc2[nH]ncc2cc1NC(=S)NC(=O)c1ccccc1	-22	9	0.18	4[fluorescence artefact?]	-4	8	-12	-16[20 µM]	-13
CC(C)/C(=N\NS(=O)(=O)c1ccc(Br)cc1)c1cccs1	8	2	0.041	0	0	-17	9	-12	-5
COc1ccccc1NS(=O)(=O)c1cc(NC(=S)NCC2CCCO2)ccc1C (stereo not drawn)	-13	-14	0.12	-2	18	-2	7	-14	-9
Cc1ccc(-c2nn(CC(=O)NCC3CCCO3)c(=O)c3ccccc23)cc1 (stereo not drawn)	-5[fluorescence artefact?]	0	/	5[fluorescence artefact?]	11	-9	-14	13[20 µM]	-4
CCOC(=O)C1(Cc2cccc(F)c2)CCN(C(=O)c2cnccn2)CC1	-14	-17	0.52	1	1	-3	-10	-27	5
